Keap1-Nrf2 PPI – disrupts human Keap1 binding to Nrf2 peptide | actives 0.15% (n = 340,000) | Q14145 | inhibition, % at 9.4 µM | Keap1 Kelch-Nrf2 peptide fluorescence polarization, 1536-well; in the data active means inhibition above about 12%;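 further: human Keap1 Kelch domain with fluorescein labeled Nrf2 9mer peptide probe; 0% = neutral control wells and 100% = peptide positive control; higher means more block of Keap1 binding to Nrf2 peptide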
OPRM1-OPRD1 inv – inverse agonists of human mu-delta opioid receptor heterodimerization | inhibition, % at 9.3 µM | actives 0.21% (n = 340,000) | P35372+P41143 | AID 504357 | cell-based MOR-DOR heterodimer luminescence, inverse agonism; in the data active means inhibition above about 22%, passing the limit was not always enough;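 further: 0% = cells with DMSO and 100% = wells without cells with DMSO; values of inactives mirror those of a sister screen read the other way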
RTF Ca sens act – increases calcium sensitivity of human cardiac regulated thin filaments. IANBD-labeled TnC RTF fluorescence at EC20 calcium; 0% EC20 calcium, 100% full calcium. P19429+P45379. actives 0.24% (n = 340,000). activation, % at 7.2 µM;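 active means activation above the mean over all tested compounds plus 3 SD, cut at about 30% in these data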;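 further: rise in fluorescence read as greater calcium sensitivity of cardiac thin filaments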
LANA DNA inh – KSHV C-LANA DNA binding inhibition; inhibition, % at 9 µM; actives 0.078% (n = 340,000); MBP-C-LANA/FAM-LBS DNA binding, fluorescence polarization;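 active means highest replicate inhibition at or above 60% at 9 µM, even if other replicates fall short; inactive means all replicates below 60% inhibition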;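 further: 0% = neutral control wells and 100% = 4 µM acridine orange control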
HTR5A ag ctr – activates human HTR5A in OPRM1-OPRD1 agonist counter-screen | P47898 | HTR5A agonist assay, luminescence, cell-based | activation, % at 9.3 µM | actives 0.61% (n = 340,000); in the data active means activation mostly above about 9.5%, no sharp cut-off; inactive means mostly below about 7.6%;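 further: 0% = cells with vehicle only and 100% = reference agonist; strong numbers were not always called active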
Target sequence (P47898 whole entry, looked up): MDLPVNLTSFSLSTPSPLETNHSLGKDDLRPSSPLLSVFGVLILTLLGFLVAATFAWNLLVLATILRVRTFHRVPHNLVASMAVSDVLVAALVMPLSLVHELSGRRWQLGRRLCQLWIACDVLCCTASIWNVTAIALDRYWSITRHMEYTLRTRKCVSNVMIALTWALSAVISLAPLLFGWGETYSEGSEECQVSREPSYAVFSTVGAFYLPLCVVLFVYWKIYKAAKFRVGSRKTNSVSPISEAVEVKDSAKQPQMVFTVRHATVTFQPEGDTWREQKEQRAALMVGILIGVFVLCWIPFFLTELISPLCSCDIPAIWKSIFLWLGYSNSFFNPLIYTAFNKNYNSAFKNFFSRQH
RTF Ca sens inh – cardiac RTF calcium desensitization | IANBD-labeled cardiac RTF, Ca2+ fluorescence | P19429+P45379 | inhibition, % at 7.15 µM | actives 0.12% (n = 340,000);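 active means inhibition above the mean inhibition of all tested compounds plus 3 SD, cut at about 17% in these data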;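 further: assay run at fixed EC70 calcium of 1.6 mM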
MOR-DOR ag – agonists of human mu-delta opioid receptor heterodimerization; cells, OPRM1-OPRD1 heterodimerization, luminescence; activation, % at 9.3 µM; actives 0.3% (n = 340,000); in the data active means activation above about 18%;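 further: 0% = vehicle-treated cells and 100% = reference agonist; values of inactives mirror those of a sister screen read the other way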
V-ATPase pHluor – alters yeast V-ATPase proton transport; actives 0.37% (n = 350,000); S. cerevisiae, pHLuorin cytosolic pH fluorescence; response, % at 10 µM; in the data active means response mostly above about 7.3%, no sharp cut-off; inactive means mostly below about 5.4%; further: actives read high; inactives centre near 0; some compounds called inactive have numbers as strong as hits; reference of the scale not given here
HTR5A inv ctr – counter-screen for OPRM1-OPRD1 inverse agonists: human HTR5A inverse agonism; P47898; HTR5A cell line, luminescence; inhibition, % at 9.3 µM; actives 0.083% (n = 340,000); AID 504634; in the data active means inhibition mostly above about 23%, no sharp cut-off; inactive means mostly below about 18%;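 further: 0% = cells with DMSO and 100% = no-cell wells with DMSO; some compounds called inactive have numbers as strong as hits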
CAL PDZ FP – inhibitors of human CAL PDZ peptide binding; Q9HD26; purified CAL PDZ, TMR-peptide fluorescence polarization, 1 h; inhibition, % at 24.9 µM; actives 0.92% (n = 300,000); AID 602252;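 active means mean inhibition of at least 30% with at least half of replicates also reaching 30%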;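 further: 0% = DMSO neutral control and 100% = excess unlabeled competitor peptide PRC23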
* hit, by the source's call; . = no result given. Rows are unselected (roughly 2.8% active in at least one column).

compound | Keap1-Nrf2 PPI | OPRM1-OPRD1 inv | RTF Ca sens act | LANA DNA inh | HTR5A ag ctr | RTF Ca sens inh | MOR-DOR ag | V-ATPase pHluor | HTR5A inv ctr | CAL PDZ FP
CCOc1ccc(NC(=O)CN(C)C(=O)c2c(C)noc2C)cc1OCC | -3.4 | 17.6 | -2.6 | -0.8 | 1.7 | 4.5 | -3.6 | 6.7 | -6.1 | -3.3
Cc1ccc(NC(=O)CSc2cccc[n+]2[O-])c([N+](=O)[O-])c1 | -0.7 | 2.3 | 1.9 | -1.4 | 2.2 | -11.4 | -0.5 | -4.2 | 44.5 | 1.6
CCn1c(SCC(=O)NCc2ccco2)nnc1-c1c[nH]c2ccccc12 | 4.7 | 12.3 | -0.3 | 0.5 | -1.3 | -2.4 | -2.3 | -0.1 | -9.5 | -4.8
COc1ccccc1/C=C/C(=O)OCc1nc2ccccc2c(=O)[nH]1 | 3.9 | 14.0 | -7.0 | -0.5 | -3.8 | 7.5 | -2.7 | 2.7 | -3.1 | -2.3
COC(=O)c1ccc(CSc2nnc(C)n2N)o1 | -4.6 | 8.2 | 2.9 | 2.0 | 1.5 | -1.4 | -1.6 | -1.8 | -5.4 | -0.5
COc1ccc(CCN2CC34C=CC(O3)C(C(=O)NCc3ccccc3Cl)C4C2=O)cc1OC (configuration not stated) | -3.8 | -1.5 | -3.7 | -0.1 | 6.3 | 0.1 | 0.2 | 2.2 | -2.3 | -2.0
Cc1ccc(-c2nc(-c3nccc4ccccc34)oc2-c2ccccc2)cc1 | -1.9 | 10.5 | 5.3 | 1.9 | 4.6 | -7.0 | -2.0 | 2.8 | -17.0 | -2.7
COC(=O)/C(=C(O)\C=C\c1ccccc1[N+](=O)[O-])c1nc2ccccc2[nH]1 | -2.2 | 7.9 | -2.6 | 0.8 | 0.0 | -21.1 | -1.5 | 2.2 | 0.1 | 4.6
CCOC(=O)C1(CCOC)CCN(C(=O)Cc2ccsc2)CC1 | 2.3 | 8.3 | -4.8 | -0.3 | -2.8 | -5.3 | -1.7 | 0.8 | 10.3 | -5.1
Cc1ccc2nc(SCC(=O)Nc3ccc(C(N)=O)cc3)[nH]c2c1 | -6.9 | 7.2 | 7.0 | -2.0 | -2.5 | 6.4 | -1.5 | 1.1 | -1.8 | -1.7
O=C(OCC(=O)C12CC3CC(CC(C3)C1)C2)c1cccnc1 | 1.5 | 0.7 | -0.9 | 4.1 | 2.5 | -8.7 | -0.1 | 2.3 | -6.5 | -2.6
CCC(=O)Nc1cc(Cl)ccc1N1CCN(C(=O)CC)CC1 | -4.2 | 2.6 | 0.6 | -2.9 | -2.9 | -3.3 | -0.6 | 0.9 | 7.0 | 5.7
Cc1cc(C(C)(C)C)ccc1OC(=O)C1=CC=CN2CCS(=O)(=O)N=C12 | -3.4 | 10.4 | -13.2 | 0.4 | 3.7 | 1.0 | -1.6 | -3.3 | -1.1 | -4.5
CCC(=O)N1c2ccccc2NC2=C(C(=O)CCC2)C1c1ccco1 (configuration not stated) | -5.0 | 6.5 | 5.3 | -1.2 | -2.1 | -6.6 | -1.3 | -0.9 | 5.7 | -1.5
Cc1nn(CC(=O)OCC(=O)c2ccc(OC(F)F)cc2)c(C)c1[N+](=O)[O-] | -6.4 | 3.3 | 3.4 | -1.1 | 1.5 | -2.4 | -0.8 | 0.0 | 3.7 | -4.1
Oc1c(-c2cc(-c3ccco3)[nH]n2)ccc2ccccc12 | -2.4 | -36.2 | -2.7 | 0.4 | -4.7 | 2.9 | 5.8 | -5.5 | -14.4 | -2.2
Cc1onc(-c2ccccc2Cl)c1C(=O)Nc1ccc(CN2CCCC2)cc1 | -2.4 | 10.1 | 3.6 | 0.2 | -0.6 | -14.9 | -1.8 | 5.5 | 1.7 | -1.1
COCCn1c(SCC(=O)c2c(N)n(C3CC3)c(=O)[nH]c2=O)nnc1-c1cccc(C)c1 | -4.1 | 8.0 | -5.8 | 1.4 | 5.7 | 1.2 | -1.5 | -6.3 | -20.6 | .
CCCCn1c(=O)[nH]c(=O)c2c1nc(-c1ccc(OCCC)c(OCC)c1)n2CCOC | 0.2 | 3.8 | 2.0 | 0.2 | -2.2 | 5.0 | -0.8 | -2.8 | 5.7 | -1.5
Cc1ccc(NC(=O)NCC2CCN(Cc3cccc(Cl)c3)CC2)cc1Cl | 0.5 | -29.4 | 2.4 | -0.6 | 0.4 | -3.3 | 5.5 | -2.0 | -1.2 | -9.9

Brought forward from above: 2 compounds; new compounds follow.
compound | Keap1-Nrf2 PPI | OPRM1-OPRD1 inv | RTF Ca sens act | LANA DNA inh | HTR5A ag ctr | RTF Ca sens inh | MOR-DOR ag | V-ATPase pHluor | HTR5A inv ctr | CAL PDZ FP
CCCCn1c(=O)[nH]c(=O)c2c1nc(-c1ccc(OCCC)c(OCC)c1)n2CCOC | 0.2 | 3.8 | 2.0 | 0.2 | -2.2 | 5.0 | -0.8 | -2.8 | 5.7 | -1.5
Cc1ccc(NC(=O)NCC2CCN(Cc3cccc(Cl)c3)CC2)cc1Cl | 0.5 | -29.4 | 2.4 | -0.6 | 0.4 | -3.3 | 5.5 | -2.0 | -1.2 | -9.9
COC(=O)Sc1nc(N2CCOCC2)c2c(c1C#N)CC(C)(C)OC2 | -7.5 | 5.8 | -2.9 | 1.1 | 0.3 | -8.2 | -1.0 | 3.9 | -14.0 | -0.3
CCN(CC)C(=O)Cn1c(=O)n(CCCC(=O)NCc2ccccc2)c(=O)c2sccc21 | 0.3 | 11.1 | -1.4 | -2.0 | -3.4 | -6.4 | -2.2 | -2.3 | 4.9 | 0.1
COc1ccc(-n2c(Cc3cccn3C)nnc2SCC(=O)Nc2ccc(F)cc2)cc1 | -7.3 | 9.6 | -4.5 | 2.1 | -3.6 | -0.1 | -1.9 | 1.2 | 9.5 | -1.2
COc1ccc(S(=O)(=O)Nc2cccc3c2O[C@H](CN(C)S(=O)(=O)c2cccs2)[C@@H](C)CN([C@H](C)CO)C3=O)cc1 | -5.8 | 5.0 | 1.7 | -1.0 | -0.9 | -8.6 | -0.9 | 8.3 | 4.6 | -4.5

Arranged by length of the SMILES (smallest number first): some entries from above.
compound | Keap1-Nrf2 PPI | OPRM1-OPRD1 inv | RTF Ca sens act | LANA DNA inh | HTR5A ag ctr | RTF Ca sens inh | MOR-DOR ag | V-ATPase pHluor | HTR5A inv ctr | CAL PDZ FP
COC(=O)c1ccc(CSc2nnc(C)n2N)o1 | -4.6 | 8.2 | 2.9 | 2.0 | 1.5 | -1.4 | -1.6 | -1.8 | -5.4 | -0.5
CCOC(=O)C1(CCOC)CCN(C(=O)Cc2ccsc2)CC1 | 2.3 | 8.3 | -4.8 | -0.3 | -2.8 | -5.3 | -1.7 | 0.8 | 10.3 | -5.1
O=C(OCC(=O)C12CC3CC(CC(C3)C1)C2)c1cccnc1 | 1.5 | 0.7 | -0.9 | 4.1 | 2.5 | -8.7 | -0.1 | 2.3 | -6.5 | -2.6
CCC(=O)N1c2ccccc2NC2=C(C(=O)CCC2)C1c1ccco1 (configuration not stated) | -5.0 | 6.5 | 5.3 | -1.2 | -2.1 | -6.6 | -1.3 | -0.9 | 5.7 | -1.5
COC(=O)Sc1nc(N2CCOCC2)c2c(c1C#N)CC(C)(C)OC2 | -7.5 | 5.8 | -2.9 | 1.1 | 0.3 | -8.2 | -1.0 | 3.9 | -14.0 | -0.3
CCn1c(SCC(=O)NCc2ccco2)nnc1-c1c[nH]c2ccccc12 | 4.7 | 12.3 | -0.3 | 0.5 | -1.3 | -2.4 | -2.3 | -0.1 | -9.5 | -4.8
Cc1ccc(-c2nc(-c3nccc4ccccc34)oc2-c2ccccc2)cc1 | -1.9 | 10.5 | 5.3 | 1.9 | 4.6 | -7.0 | -2.0 | 2.8 | -17.0 | -2.7
Cc1ccc(NC(=O)CSc2cccc[n+]2[O-])c([N+](=O)[O-])c1 | -0.7 | 2.3 | 1.9 | -1.4 | 2.2 | -11.4 | -0.5 | -4.2 | 44.5 | 1.6
Cc1cc(C(C)(C)C)ccc1OC(=O)C1=CC=CN2CCS(=O)(=O)N=C12 | -3.4 | 10.4 | -13.2 | 0.4 | 3.7 | 1.0 | -1.6 | -3.3 | -1.1 | -4.5
Cc1nn(CC(=O)OCC(=O)c2ccc(OC(F)F)cc2)c(C)c1[N+](=O)[O-] | -6.4 | 3.3 | 3.4 | -1.1 | 1.5 | -2.4 | -0.8 | 0.0 | 3.7 | -4.1
COc1ccc(CCN2CC34C=CC(O3)C(C(=O)NCc3ccccc3Cl)C4C2=O)cc1OC (configuration not stated) | -3.8 | -1.5 | -3.7 | -0.1 | 6.3 | 0.1 | 0.2 | 2.2 | -2.3 | -2.0
COc1ccc(S(=O)(=O)Nc2cccc3c2O[C@H](CN(C)S(=O)(=O)c2cccs2)[C@@H](C)CN([C@H](C)CO)C3=O)cc1 | -5.8 | 5.0 | 1.7 | -1.0 | -0.9 | -8.6 | -0.9 | 8.3 | 4.6 | -4.5

Compound activity (PubChem)
